Assay outcomes deposited in PubChem by several laboratories.
Cardiac RTF inh = cardiac RTF calcium desensitization. 340,000 tested, 0.12% active. P19429+P45379. IANBD-labeled cardiac RTF, Ca2+ fluorescence. AID 493244. inhibition, % at 7.15 µM;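 active = inhibition above the mean inhibition of all tested compounds plus 3 SD, cut at about 17% in these data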;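 note: assay run at fixed EC70 calcium of 1.6 mM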
LANA DNA inh = blocks KSHV LANA C-terminal domain binding to DNA. 340,000 tested, 0.078% active. inhibition, % at 9 µM. MBP-C-LANA/FAM-LBS DNA binding, fluorescence polarization;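 active = highest replicate inhibition at or above 60% at 9 µM, even if other replicates fall short; inactive = all replicates below 60% inhibition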;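 note: 0% = neutral control wells and 100% = 4 µM acridine orange control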
Rtt109 Vps75 = inhibitors of Candida albicans Rtt109/Vps75 histone acetyltransferase. purified Rtt109/Vps75, ThioGlo CoA-SH fluorescence, 4 h. Q5AAJ8. inhibition, % at 34.9 µM. AID 540336. 330,000 tested, 0.16% active;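 active = inhibition of at least 50% in every replicate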
Target sequence (Q5AAJ8 whole entry, looked up): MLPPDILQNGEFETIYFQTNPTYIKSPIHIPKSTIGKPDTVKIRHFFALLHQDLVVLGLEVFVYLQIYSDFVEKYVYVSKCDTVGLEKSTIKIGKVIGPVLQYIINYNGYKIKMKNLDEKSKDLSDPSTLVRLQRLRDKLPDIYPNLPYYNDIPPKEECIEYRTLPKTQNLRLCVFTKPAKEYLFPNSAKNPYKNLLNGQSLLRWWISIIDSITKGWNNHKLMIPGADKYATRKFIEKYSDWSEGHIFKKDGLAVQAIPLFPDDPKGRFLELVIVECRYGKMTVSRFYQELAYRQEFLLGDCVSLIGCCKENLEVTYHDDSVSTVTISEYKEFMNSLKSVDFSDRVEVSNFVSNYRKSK
SR-BI uptake up = SR-BI HDL lipid transfer activation. activation, % at 12.5 µM. 320,000 tested, 0.096% active. CHO ldlA[mSR-BI] cells, DiI-HDL uptake fluorescence, 3 h; 100 = double the neutral-control signal. AID 504775;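 active = mean replicate activation of at least 60% and every replicate at or above 60%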;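 note: 0% = median plate neutral-control signal and 100% = twice that signal; values of inactives mirror those of a sister screen read the other way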
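Test system: SR-BI-overexpressing, LDLR-lacking CHO cells; Also added: labelled HDL, 10 µg/mL; Measured by: bottom-read cell fluorescence after medium removal, ex 550/em 595 nm; Timing: 3 h uptake period with compound, 37 °C; Buffer or medium: F12, 0.5% BSA, 25 mM HEPES; Doses: single compound concentration, delivered by pin transfer.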
DAGLB inhibitor = diacylglycerol lipase beta (human) inhibition; 340,000 tested, 0.059% active; inhibition, % at 5.17 µM; HEK293T DAGLB membrane lysate, EnzChek fluorogenic substrate; in the data active = inhibition above about 34%;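 note: 0% = enzyme with vehicle and 100% = wells lacking enzyme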
Target sequence (Q8NCG7 whole entry, looked up): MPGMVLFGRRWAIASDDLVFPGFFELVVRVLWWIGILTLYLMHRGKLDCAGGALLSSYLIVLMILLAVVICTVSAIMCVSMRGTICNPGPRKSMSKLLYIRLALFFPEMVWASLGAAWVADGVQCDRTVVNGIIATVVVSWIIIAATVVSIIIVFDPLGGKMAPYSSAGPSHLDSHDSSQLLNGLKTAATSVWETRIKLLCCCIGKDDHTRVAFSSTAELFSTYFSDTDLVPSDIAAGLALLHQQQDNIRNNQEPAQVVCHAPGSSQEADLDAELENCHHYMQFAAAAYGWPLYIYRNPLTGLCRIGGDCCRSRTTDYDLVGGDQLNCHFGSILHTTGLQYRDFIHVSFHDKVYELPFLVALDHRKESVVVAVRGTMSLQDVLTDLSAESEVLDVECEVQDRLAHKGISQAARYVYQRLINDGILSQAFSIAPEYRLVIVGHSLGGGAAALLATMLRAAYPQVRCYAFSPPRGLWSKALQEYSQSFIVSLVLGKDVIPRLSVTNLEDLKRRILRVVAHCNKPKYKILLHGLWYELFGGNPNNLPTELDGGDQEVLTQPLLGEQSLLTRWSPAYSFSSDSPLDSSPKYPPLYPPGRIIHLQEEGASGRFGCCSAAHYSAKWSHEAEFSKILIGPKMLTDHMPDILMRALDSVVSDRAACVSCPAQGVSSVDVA
CAL PDZ FP-1 = blocks peptide binding to the human CAL PDZ domain; Q9HD26; purified CAL PDZ, TMR-peptide fluorescence polarization, 1 h; inhibition, % at 24.9 µM; 300,000 tested, 0.92% active; AID 602252;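 active = mean inhibition of at least 30% with at least half of replicates also reaching 30%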;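 note: 0% = DMSO neutral control and 100% = excess unlabeled competitor peptide PRC23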
PKA-R2B activ = activates the human PKA-R2B holoenzyme complex | PKA-R2B holoenzyme dissociation, Cy5-IP20 fluorescence polarization; R2B truncated from residue 108, S112A mutant; 0% DMSO only, 100% 113 µM cGMP | activation, % at 11.4 µM | 340,000 tested, 0.079% active | AID 504700;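 active = activation above a cutoff set at the mean over all compounds plus 3 SD, cut at about 18% in these data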;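 note: higher means more holoenzyme dissociation and a rise in polarization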
CAL PDZ FP-2 = human CAL PDZ-peptide interaction inhibition. inhibition, % at 20 µM. 330,000 tested, 0.02% active. AID 504414. Q9HD26. purified CAL PDZ, TMR-peptide fluorescence polarization, 1 h;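 active = highest replicate inhibition of at least 40%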;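 note: plate controls were DMSO neutral control wells for no effect and unlabeled competitor peptide control wells for full effect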
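Material: tagged CAL PDZ protein CerCALP, purified; buffer or medium: sodium phosphate/NaCl buffer pH 7.4 with TCEP, IgG, Thesit; also added: fluorescent TMR peptide probe; schedule: 1 h incubation at room temperature before polarization reading; technique: fluorescence polarization from S- and P-plane intensities, G-factor corrected; control set: unlabelled peptide and DMSO controls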
Keap1 Nrf2 FP = Keap1-Nrf2 (human) interaction inhibition; Keap1 Kelch-Nrf2 peptide fluorescence polarization, 1536-well; Q14145; 340,000 tested, 0.15% active; inhibition, % at 9.4 µM; in the data active = inhibition above about 12%;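 note: human Keap1 Kelch domain with fluorescein labeled Nrf2 9mer peptide probe; 0% = neutral control wells and 100% = peptide positive control; higher means more block of Keap1 binding to Nrf2 peptide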
cardiac RTF act = increases calcium sensitivity of human cardiac regulated thin filaments; P19429+P45379; IANBD-labeled TnC RTF fluorescence at EC20 calcium; 0% EC20 calcium, 100% full calcium; activation, % at 7.2 µM; 340,000 tested, 0.24% active; AID 493008;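 active = activation above the mean over all tested compounds plus 3 SD, cut at about 30% in these data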;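 note: rise in fluorescence read as greater calcium sensitivity of cardiac thin filaments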
* hit, by the source's call; · = not tested or not shown.

Values run as follows: Cardiac RTF inh | LANA DNA inh | Rtt109 Vps75 | SR-BI uptake up | DAGLB inhibitor | CAL PDZ FP-1 | PKA-R2B activ | CAL PDZ FP-2 | Keap1 Nrf2 FP | cardiac RTF act
O=C1CN(C(=O)/C=C/c2ccccc2F)c2ccccc2N1
→ -3 | 0.7 | 11 | -11 | 3 | -3 | -1 | -3.5 | 3 | 0
O=C(Cn1nnc(-c2cc(C(F)(F)F)cc(C(F)(F)F)c2)n1)NNC(=S)Nc1ccc(Cl)cc1
→ 5 | 0.5 | -7 | · | 8 | -2 | -11 | 0.2 | 3 | -6
Cc1ccc(C)c(NC(=O)CSc2nnc([C@@H]3CCCN3C(=O)OC(C)(C)C)o2)c1
→ -11 | 0.7 | 5 | 3 | -1 | 2 | -8 | -1.1 | -1 | -2
C/C(=N\NC(=O)c1cccc(S(=O)(=O)N2CCOCC2)c1)c1ccco1
→ 1 | -2.3 | 4 | 15 | 0 | -1 | -2 | 0.0 | 0 | 0
O=C(Nc1cccc(F)c1)C1CCN(C(=O)c2ccc(Br)cc2)CC1
→ -2 | -1.5 | 0 | 2 | 2 | · | 2 | 0.6 | -1 | 3
CCOC(=O)/C(C#N)=C\c1cccnc1
→ -15 | -1.4 | 0 | 25 | 3 | -1 | 1 | -3.9 | 0 | 6
CC(C)(C)NC(=O)C1CCN(S(=O)(=O)c2cccc3nsnc23)CC1
→ -1 | 1.1 | 0 | 13 | 0 | 2 | 9 | -0.8 | 4 | -1
COc1ccc(S(=O)(=O)N(C)CC(=O)N2CCOCC2)cc1Cl
→ 4 | -1.0 | -11 | 23 | -2 | -2 | 2 | 0.5 | 0 | -1
CN(Cc1cnn(C)c1)Cc1nc(Cc2ccccc2Cl)no1
→ -10 | -0.8 | 13 | 15 | -3 | -4 | -1 | -1.2 | 4 | 1
O=C(Cn1c(=O)oc2ccccc21)NCCc1ccccc1Cl
→ 2 | -1.7 | -5 | -4 | -2 | 2 | 5 | -0.8 | -5 | 1
Cc1ccccc1OCc1nc2ccccc2n1C
→ -4 | 2.9 | 0 | 18 | -1 | · | 2 | -0.1 | -1 | -1
COc1ccc(C2(C)NC(=O)N(CC(=O)N3CCc4ccccc43)C2=O)cc1OC (centres undefined)
→ -2 | 0.3 | 8 | 18 | 1 | 13 | -8 | -0.3 | -3 | -1
O=C(NCCCc1ccncc1)C1CCC(=O)N(Cc2ccc(Cl)cc2)C1 (centres undefined)
→ 13 | 0.8 | -6 | 27 | 1 | 72* | -9 | -0.4 | -2 | 2
CCOC(=O)C1CCN(S(=O)(=O)c2ccc(-n3cnnn3)c(C)c2)CC1
→ 0 | 2.0 | 1 | 3 | -1 | -3 | 7 | -0.9 | -1 | 2
COc1cc(C(O)P(=O)(OC(C)C)c2ccc(N(C)C)cc2)cc(OC)c1OC (centres undefined)
→ -2 | -1.3 | 7 | 51 | 2 | -2 | 5 | -0.7 | 1 | 1
C[C@H](NC(=O)c1cc2cc(Cl)ccc2n1C)C(=O)N[C@@H](C(=O)O)c1ccccc1
→ -9 | 1.5 | 4 | -5 | 7 | -1 | 2 | -0.6 | -2 | -7
CCc1ccc(Nc2cc(C(=O)NCCCN3CCOCC3)c3ccccc3n2)cc1
→ -6 | -0.7 | 9 | -22 | 6 | · | -9 | 0.5 | 1 | 2
Cc1ccc(NC(=O)CCS(=O)(=O)c2ccccc2)cc1S(=O)(=O)N1CCCCCC1
→ 2 | -2.6 | -8 | -11 | -1 | -1 | -8 | -0.9 | -3 | -1
CN1C(=O)[C@H]2[C@@H](/C=C/c3ccccc3)N3C(=O)CN(Cc4ccccn4)C(=O)[C@@]3(C)[C@H]2C1=O
→ -3 | 2.4 | 11 | 9 | 0 | -3 | -2 | 0.3 | -2 | 1
COCCn1c(C)cc(C(=O)CSc2n[nH]c(N)n2)c1C
→ 1 | -1.5 | 0 | 5 | 2 | 7 | 5 | · | -1 | -5
CCc1nc(SCC(=O)O)c(C#N)c2c1CCCC2
→ -11 | 1.5 | -26 | 15 | 1 | · | 10 | -1.2 | 2 | 5
CC(C)(Oc1ccc(Cl)cc1)C(=O)OCC(=O)Nc1ncc(Cl)cc1Cl
→ -7 | -1.1 | 8 | 41 | -5 | · | -13 | 0.0 | -1 | 1
N#CCC(=O)NC(=O)NCC1CC1
→ 5 | 1.1 | -12 | 1 | 2 | -1 | -11 | 0.4 | -5 | 2
CSc1ccccc1C(=O)OCC(=O)NCCN1C(=O)CSC1=O
→ -6 | 0.1 | 17 | -4 | -3 | -6 | 3 | 0.1 | -1 | -4
CCN(c1ccccc1)S(=O)(=O)c1ccc(C(=O)NC2CCN(Cc3ccccc3)CC2)cc1
→ -5 | -1.7 | 0 | -2 | -4 | -6 | -4 | -0.9 | -6 | -5
COc1ccc(N2CCN(c3nc(=S)n(-c4ccccc4)c(C)c3C(C)=O)CC2)cc1
→ -20 | 0.6 | -30 | 4 | 2 | -2 | 4 | -0.3 | -12 | 9
CC(=O)Nc1ccc(NC(=O)Nc2ccc3c(c2)N(C)C(=O)CS3)cc1
→ -16 | -0.8 | 2 | -1 | 3 | 0 | 4 | -1.9 | 0 | -1
CCOCCCNC(=O)c1c[nH]c2ccc(C)cc2c1=O
→ -3 | -1.1 | -3 | -1 | 1 | -7 | -11 | -1.0 | -5 | 2
COc1ccc2oc(=O)c(-c3cn4ccc(C)cc4n3)cc2c1
→ 6 | -0.7 | 1 | -61 | -1 | 0 | -4 | -1.9 | -2 | -4
O=C(CSc1ccc(Br)cc1)NCC(c1cccs1)N1CCOCC1 (centres undefined)
→ -3 | 1.1 | -1 | 10 | -2 | -10 | -7 | -2.4 | -3 | 0

Full records, looked up by structure. Order of screens: Cardiac RTF inh, LANA DNA inh, Rtt109 Vps75, SR-BI uptake up, DAGLB inhibitor, CAL PDZ FP-1, PKA-R2B activ, CAL PDZ FP-2, Keap1 Nrf2 FP, cardiac RTF act
Shown for `CCN(c1ccccc1)S(=O)(=O)c1ccc(C(=O)NC2CCN(Cc3ccccc3)CC2)cc1` = -5, -1.7, 0, -2, -4, -6, -4, -0.9, -6, -5
Shown for `COCCn1c(C)cc(C(=O)CSc2n[nH]c(N)n2)c1C` = 1, -1.5, 0, 5, 2, 7, 5, ·, -1, -5

Later entries:
Values run as follows: Cardiac RTF inh | LANA DNA inh | Rtt109 Vps75 | SR-BI uptake up | DAGLB inhibitor | CAL PDZ FP-1 | PKA-R2B activ | CAL PDZ FP-2 | Keap1 Nrf2 FP | cardiac RTF act
O=C(Cc1csc(NC(=O)Nc2cccc(Cl)c2)n1)NCc1ccccn1
→ -3 | 2.2 | 8 | -36 | 1 | -10 | -14 | -5.6 | -1 | -7
CCSc1nnc(NC(=O)CC(C)C)s1
→ -1 | 1.7 | -5 | 10 | 1 | -2 | -2 | -0.1 | 1 | 0
Cc1cc(O)ccc1NC(=S)NC(=O)c1cncc(Br)c1
→ 1 | 0.6 | -13 | 20 | 0 | 0 | -5 | 0.3 | 0 | -1
O=C1CNC(=S)N1CCc1ccc(Cl)cc1
→ -6 | -0.8 | -13 | 21 | -3 | 0 | 0 | -0.8 | -3 | -3
Cc1nccc(-c2cc(-c3ccc(Cl)cc3Cl)no2)n1
→ -11 | -31 | -3 | 1 | -3 | · | 7 | -1.4 | -4 | 4
CC(C)(C)c1ccccc1NC(=O)COC(=O)CN1C(=O)NC2(CCCC2)C1=O
→ -3 | -0.1 | -7 | 6 | 0 | · | -4 | 0.3 | -2 | -1
COc1ccc2oc(C(=O)OCC(=O)N3CC(C)OC(C)C3)c(C)c2c1 (centres undefined)
→ -1 | 0.2 | -4 | -5 | 1 | 2 | 6 | -1.6 | -2 | -3
O=C(NCCCN1CCOCC1)c1ccc(Sc2cccc(Cl)c2)c([N+](=O)[O-])c1
→ 0 | -2.7 | 2 | 1 | -1 | -2 | -2 | 0.8 | 3 | -3
CC(=O)OCC(=O)C1(O)CCC2C3CCC4=CC(=O)C=CC4(C)C3C(O)CC21C (centres undefined)
→ · | 1.1 | -2 | 18 | · | 1 | · | 0.0 | 1 | ·
O=C(CSc1nnc(-c2cccnc2)o1)Nc1nccs1
→ 2 | -2.3 | -7 | 22 | 3 | 0 | -5 | -1.9 | -1 | 4
C=CCn1c(C)cc(-c2csc(NC(=O)CCc3nc4ccccc4c(=O)[nH]3)n2)c1C
→ 2 | 35 | 5 | -20 | 5 | -4 | 4 | -0.2 | 2 | -6
CCOc1ccc(C(=O)N(CC)CC(=O)Nc2ccc3c(c2)OCCO3)cc1
→ -4 | 2.5 | -2 | 24 | -2 | 2 | 7 | 0.1 | -3 | 12
COc1ccc(C(CNC(=O)c2ccc(S(=O)(=O)Nc3ccccc3C)cc2)N2CCOCC2)cc1 (centres undefined)
→ -1 | 0.5 | -3 | 3 | 2 | -4 | 3 | 0.6 | -2 | -1
Cc1c(Cl)cccc1NC(=O)CCCn1cnc([N+](=O)[O-])n1
→ 3 | 0.4 | -2 | -3 | -1 | -1 | -8 | -1.8 | 0 | 0
COc1ccc(N(C(=O)c2snc(C(N)=O)c2N)C(C(=O)NC2CCCC2)c2ccco2)cc1OC (centres undefined)
→ 3 | -0.4 | 38 | · | -2 | · | 2 | -1.7 | -4 | 3
COC(=O)CN1C(=O)N/C(=C/c2cc(Cl)c(OC)c(OC)c2)C1=O
→ -1 | -0.1 | -2 | -37 | -1 | 2 | -8 | 21 | 2 | -1
O=C(CCNC(=O)c1ccccc1Cl)NN=Cc1ccco1
→ 6 | 5.0 | 1 | 11 | -4 | -2 | -12 | -0.6 | -3 | 2
COc1ccccc1CN1CC(C(=O)NCCn2nc(C)cc2C)CCC1=O (centres undefined)
→ -2 | -0.2 | -6 | 16 | -1 | -3 | 7 | -2.3 | -5 | -2
Cc1nn(Cc2ccccc2)c(C)c1NC(=O)CCC(=O)O
→ -7 | -0.5 | 7 | 7 | 2 | -4 | -5 | · | -3 | -3
CCC1Oc2ccccc2N(CC(=O)Nc2ccc3c(c2)OCCO3)C1=O (centres undefined)
→ -5 | -0.9 | -12 | -3 | -4 | · | -9 | -1.8 | 1 | -4
CC(=O)c1cccc(S(=O)(=O)N2CCCC(c3nc4c(nnn4Cc4ccc(C)cc4)c(=O)[nH]3)C2)c1 (centres undefined)
→ 1 | 0.5 | 11 | 8 | -3 | -4 | -8 | -1.4 | -4 | 3
C[C@@H]1CC[C@@]2(O[C@@H](CCO)C[C@H](O)[C@H]2O)O1
→ -7 | 2.8 | 5 | 14 | 3 | -4 | -6 | 0.2 | 6 | -4
CC(C)CCN1CCN(Cc2cc(F)ccc2-n2cccn2)CC1CCO (centres undefined)
→ -3 | 0.4 | -22 | 8 | 0 | 3 | -3 | 0.5 | 1 | -1
CCCN(Cc1cc2ccc(C)cc2[nH]c1=O)C(=O)c1ccccn1
→ -9 | 1.0 | -3 | 46 | -1 | -3 | -1 | -0.3 | -1 | -3
CCOC(=O)N1CCN(CC(O)COC2CC(C)CCC2C(C)C)CC1 (centres undefined)
→ -3 | -1.8 | 5 | -78 | 0 | -2 | -12 | · | -3 | -3
